# Screens (PubChem BioAssay)
# TNAP inh Pi – inhibitors of human tissue-nonspecific alkaline phosphatase. P05186. purified TNAP, pNPP, malachite green phosphate absorbance. inhibition, % at 20 µM. 21,000 tested, under 10 active. AID 614
# Target sequence (P05186 whole entry, looked up): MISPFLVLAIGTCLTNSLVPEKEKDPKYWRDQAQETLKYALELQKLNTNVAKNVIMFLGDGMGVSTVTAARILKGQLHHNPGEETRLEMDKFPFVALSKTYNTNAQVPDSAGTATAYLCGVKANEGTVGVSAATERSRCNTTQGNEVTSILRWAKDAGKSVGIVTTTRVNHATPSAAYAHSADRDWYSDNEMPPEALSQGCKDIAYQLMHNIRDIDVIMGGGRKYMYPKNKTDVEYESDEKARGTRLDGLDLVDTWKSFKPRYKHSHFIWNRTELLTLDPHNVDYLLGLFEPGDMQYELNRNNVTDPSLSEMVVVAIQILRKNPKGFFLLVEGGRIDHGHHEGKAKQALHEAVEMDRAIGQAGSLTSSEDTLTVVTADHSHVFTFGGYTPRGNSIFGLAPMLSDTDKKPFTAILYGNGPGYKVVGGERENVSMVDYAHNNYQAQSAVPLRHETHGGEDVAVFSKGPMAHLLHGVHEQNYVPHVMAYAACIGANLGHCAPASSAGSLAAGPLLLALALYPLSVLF
# TNAP pNPP inh – human TNAP inhibition, p-nitrophenol detection. 21,000 tested, under 10 active. inhibition, % at 20 µM. AID 615. P05186. purified TNAP, pNPP hydrolysis, absorbance 405 nm;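 also: 0% = DMSO only wells and 100% = 1 mM levamisole wells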
# The depositor's hits bear a star.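 The calls were made as follows: active = inhibition above 50% at the 20 µM single-dose screen; inactive = the rest.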 A portion of the library, so the mix of outcomes need not match the whole.
TNAP inh Pi	TNAP pNPP inh	molecule
1.3	2.8	COC(=O)[C@H](CCSC)NC(=O)N1CCN(Cc2ccccc2)CC1
5.7	4.8	COCC(=O)Nc1ccc(S(=O)(=O)NCCc2ccccc2)cc1
8.3	0.7	CN(C)S(=O)(=O)c1ccc(N2CCCC2)c(C(=O)Nc2ccccc2N2CCOCC2)c1
9.3	0.0	CC(C)(C)OC(=O)NCCc1nnc(SCC(=O)Nc2cccc(Cl)c2)o1
7.8	0.1	CCn1c(SCC(=O)Nc2ccc(N(C)C)cc2)nnc1-c1cccc(C)c1
6.9	3.4	O=C(NCc1ccco1)C1CCCN1C(=O)NCc1ccccc1 (stereo unspecified)
3.4	2.5	COC(=O)CSc1nnc(-c2cccc(NC(=O)c3ccc(C)cc3)c2)n1C
6.0	1.0	CCSc1nnc(NC(=O)c2cc3c(s2)CCCC3)s1
6.5	1.4	O=C(CCCCCN1C(=O)c2ccccc2C1=O)Nc1nccs1
13.4	4.3	Cc1nn(Cc2ccccc2Cl)c2sc(C(=O)OC3CCCC3=O)cc12 (stereo unspecified)
9.5	1.6	c1ccc2c(-c3ccncc3)c[nH]c2c1
16.3	1.1	COc1cccc(-n2c(SCc3c(C)noc3C)nnc2-c2cccc(S(=O)(=O)N(C)C)c2)c1
15.0	8.5	Cc1ccc(Oc2ccc(N)cc2)cc1
8.3	0.4	COC(=O)Nc1nc2ccc(Sc3ccccc3)cc2[nH]1
7.6	2.5	C=CCn1c(SCC(N)=O)nnc1-c1ccccc1O
11.0	-0.4	Cn1c(SCC(=O)NCCc2ccccc2)nnc1-c1ccncc1
9.5	2.0	CCOC(=O)C1CCCN(c2nc3ccccc3nc2C(C#N)C(=O)OCCOC)C1 (stereo unspecified)
8.4	5.0	CC1(C)C(=O)Nc2ccccc2N1C(=O)COc1ncnc2ccccc12
6.8	6.8	O=P(/C(=N/O)Sc1ccccc1)(N1CCOCC1)N1CCOCC1
-2.1	2.9	CC1=CC(C#N)(C#N)C(C#N)(C#N)C(c2ccccc2)N1 (stereo unspecified)
7.6	2.9	CC(C)c1nnc(NC(=O)c2cccc(-n3cnnn3)c2)s1
1.1	-3.6	O=C(CN1CCCC1)NCC1(c2ccccc2)CCOCC1
5.1	1.1	CCOC(=O)N1CCN(C2OC(=O)c3ccccc32)CC1 (stereo unspecified)
6.9	3.1	CCOC(=O)c1c(-n2cnnn2)sc(C)c1C
6.0	3.7	C=CCn1c(O)c(CN2CCOCC2)c(C)c(C#N)c1=O
13.8	3.1	CCc1ccccc1NC(=O)Cn1nnc(-c2cccnc2)n1
12.0	8.2	COCC(=O)NCCNc1nc2ccc(C)cc2cc1C
-9.0	4.7	COC(=O)Cn1nnc(-c2cccc(OC)c2)n1
5.1	7.5	Cc1onc(-c2ccccc2Cl)c1C(=O)NCc1ccc(S(N)(=O)=O)cc1
0.0	0.0	COc1ccc(CCCc2nnc(SCC(=O)Nc3nc(C)cs3)n2C)cc1C

# Reformatted with bars between the fields: 7 of the compounds above
molecule | TNAP inh Pi | TNAP pNPP inh
COC(=O)Cn1nnc(-c2cccc(OC)c2)n1 | -9.0 | 4.7
COC(=O)Nc1nc2ccc(Sc3ccccc3)cc2[nH]1 | 8.3 | 0.4
COC(=O)CSc1nnc(-c2cccc(NC(=O)c3ccc(C)cc3)c2)n1C | 3.4 | 2.5
CCOC(=O)C1CCCN(c2nc3ccccc3nc2C(C#N)C(=O)OCCOC)C1 (stereo unspecified) | 9.5 | 2.0
O=C(CN1CCCC1)NCC1(c2ccccc2)CCOCC1 | 1.1 | -3.6
COCC(=O)Nc1ccc(S(=O)(=O)NCCc2ccccc2)cc1 | 5.7 | 4.8
CCn1c(SCC(=O)Nc2ccc(N(C)C)cc2)nnc1-c1cccc(C)c1 | 7.8 | 0.1

# Continuation:
TNAP inh Pi	TNAP pNPP inh	molecule
6.4	-0.6	Cc1ccc(NC2=NC(c3ccco3)n3c(nc(C)cc3=O)N2)c(C)c1 (stereo unspecified)
5.5	8.0	CC1(C)Cc2c(C#N)c(N3CCOCC3)nc(-c3ccccc3)c2CO1
7.9	6.7	O=S(=O)(c1cccs1)N1CCN(Cc2ccccc2)CC1
8.3	5.2	O=C(NC12CC3CC(CC(C3)C1)C2)c1cnccn1
7.6	5.4	CCc1nc2n[nH]c(N)c2c2c1CCCC2
-14.5	-9.9	N#Cc1nc(N2CCCCC2)nc(N2CCOCC2)n1
-0.6	-9.4	CCSCc1nnc(SCC(=O)c2ccc(OC)cc2)n1C
7.6	7.2	CC(CCN(C)C)OC(=O)c1ccc(C(C)c2ccccc2)o1 (stereo unspecified)
5.0	0.6	CCN(C(=O)Cc1cccs1)c1nnc(-c2cccnc2)s1
-4.4	-6.5	O=C(Cn1c(NCCCO)nc2ccccc21)c1ccco1
-11.8	-13.8	CCCNC(=O)N(C)c1nncnc1C(=O)NC
5.7	3.0	CC(=O)N(CCCN(C)C)CCC(C)CCC=C(C)C (stereo unspecified)
-15.2	4.0	CSc1nnc(N(CCC#N)CCC#N)s1
6.9	-0.7	O=C(CCS(=O)(=O)Cc1ccccc1)Nc1nc2c(s1)CCCC2
-2.2	6.7	CC1CCc2cc(F)ccc2N1C(=O)c1cc2nc(-c3ccco3)cc(C(F)(F)F)n2n1 (stereo unspecified)
11.3	-0.5	CCOc1ccc(NC(=O)c2ccccc2NC(=O)CN2CCN(C(C)=O)CC2)cc1
6.4	1.9	COC(=O)c1ccc(CSc2nc(N3CCOCC3)c3c(c2C#N)CC(C)(C)OC3)o1
6.3	0.8	COCCN(C(=O)Cc1cccs1)c1nnc(-c2ccncc2)s1
6.9	2.1	COCCCN1C(=O)c2[nH]nc(-c3ccccc3O)c2C1c1cccc(Cl)c1 (stereo unspecified)
-5.5	-7.1	Cc1ccc(S(=O)(=O)N2CCC(C(=O)N[C@@H](C)C(=O)NCCc3ccccc3)CC2)cc1
4.0	3.7	CCOC(=O)C1=C(C)NC(C)=C(C(=O)OCC)C1C1=COCCO1
0.7	4.6	O=c1cc2n(c(=O)[nH]1)CCC1=C2CCCC1
2.3	5.8	N#Cc1c(N)n(CCOC(=O)c2ccc(Cl)cc2)c2nc3ccccc3nc12
-3.0	-4.4	O=C(NCc1cccnc1)c1c(F)c(F)c(F)c(F)c1F
11.4	4.6	Clc1ccccc1-c1nnc2sc(-c3ccc4c(c3)OCO4)nn12
9.2	5.7	CC(=O)OC(C)C[N+](C)(C)C (stereo unspecified)
11.2	1.6	COc1ccccc1N1CCN(S(=O)(=O)c2ccccc2F)CC1
-17.6	0.4	O=C(Cn1nnc(-c2ccc3c(c2)OCO3)n1)N1CCOCC1
10.5	5.7	CCOC(=O)Nc1cc2c(C)cc(=O)oc2cc1C
15.4	2.9	CCOC(=O)C(C(C)=O)=C1SC2CS(=O)(=O)CC2S1 (stereo unspecified)
4.0	4.0	Cc1ccc(-c2nnc(SCC(=O)Nc3ccc(S(=O)(=O)N4CCCCCC4)cc3)o2)cc1
4.5	3.7	CCCn1c(NC(=O)c2ccc(Cl)c(S(=O)(=O)N3CCCC3)c2)nc2ccccc21
12.0	5.4	Cc1[nH]n2c(=O)cc(C(C)C)nc2c1-c1ccccc1
6.9	1.3	CC(=O)NC1(C(F)(F)F)C(=O)Nc2c1c(=O)n(C)c(=O)n2C (stereo unspecified)
-2.0	5.1	CCNC(=O)CSc1nc2ccccc2c(=O)n1OC
3.1	0.0	Cc1cc(=O)[nH]c2c(C)c(N)ccc12
0.0	0.0	O=C(COC(=O)c1cnccn1)Nc1ccc(Cl)cc1
6.7	3.7	COc1ccc(Cn2nnnc2C(C(C)C)N(Cc2ccco2)Cc2cccs2)cc1 (stereo unspecified)
3.3	-2.7	CCCn1nnnc1SCC(=O)NCc1ccccc1
11.0	4.4	Clc1ccc2nc(N3CCNCC3)nc(-c3ccccc3)c2c1
-5.4	-0.6	CCCCCOc1ccc(Cl)cc1CN1CCOCC1
7.9	5.4	CC(=O)Nc1ccc(Nc2ncnc3c2cnn3-c2cccc(C)c2)cc1
16.2	5.4	COc1ccc(OC)c(C(=O)COC(=O)c2c(OC)cccc2OC)c1
-17.2	1.8	c1ccc2c3c([nH]c2c1)-c1[nH]ncc1CC3
7.3	2.3	CC(C)n1nnnc1SCC(=O)NCc1cccs1
-2.2	5.7	O=C(c1cccnc1)N1C2CCC1CC(O)(c1ccc(F)cc1)C2 (stereo unspecified)
8.1	8.6	Brc1ccc(-c2nn3c(-c4ccco4)nnc3s2)o1
7.0	-4.5	CS(=O)(=O)c1ccc(Cl)c(C(=O)O)c1
10.5	1.8	C=CCn1c(CCC(=O)O)ccc1-c1ccc(OC)cc1
2.3	6.5	S=c1[nH]ncc2ccccc12
8.3	0.0	CC(C)(C)c1ccc(C(=O)Nc2nonc2-c2nc3ccccc3[nH]2)cc1
1.6	-1.9	CC(C)C(c1nnnn1CCc1ccccc1)N1CCOCC1 (stereo unspecified)
8.9	5.3	c1ccc2nc(N3CCCC3)c(N3CCCC3)nc2c1
6.9	1.5	Cc1ccc(NC(=O)CN(C)c2ccc(S(=O)(=O)N3CCN(C)CC3)cn2)cc1
2.5	-4.0	COc1ccc(NC(=O)C2CC2)cc1-n1cnnn1
-15.8	3.4	COn1c(-n2nc(C)cc2C)nc2ccccc2c1=O
0.0	2.5	Cn1c(CCNC(=O)c2ccco2)nc2cc(NS(=O)(=O)c3ccccc3)ccc21
7.9	1.9	Cc1ccc(-c2nn(CCC(=O)NCC3CCCO3)c(=O)c3ccccc23)cc1 (stereo unspecified)
9.1	5.8	CCOc1ccc(C2C=C(c3ccccc3)Nc3ncnn32)cc1 (stereo unspecified)
0.5	0.0	CCN1C(=O)/C(=c2\o/c(=C3\C=Cc4ccccc4N3CC)c(=O)n2CC)SC1=S

# Of the compounds above, these contain a tert-butyl group:
TNAP inh Pi	TNAP pNPP inh	molecule
9.3	0.0	CC(C)(C)OC(=O)NCCc1nnc(SCC(=O)Nc2cccc(Cl)c2)o1
8.3	0.0	CC(C)(C)c1ccc(C(=O)Nc2nonc2-c2nc3ccccc3[nH]2)cc1

# Carrying on.
TNAP inh Pi	TNAP pNPP inh	molecule
3.2	-2.3	COc1ccc(CCn2c(=N)c(C(=O)NCc3ccco3)cc3c(=O)n4ccccc4nc32)cc1
0.0	0.0	CN(C(=O)COc1ccc(C(C)(C)C)cc1)C1CCS(=O)(=O)C1 (stereo unspecified)
13.2	6.5	Cc1cc(C)n(CC(=O)c2ccccc2)c(=O)c1C#N
0.0	0.0	CCOC(=O)c1ccc(NC(=O)CSc2nnnn2CCCO)cc1
8.4	0.1	Cc1cc(SCC(=O)N2CCC(c3noc4ccc(F)cc34)CC2)nc2ccccc12
12.1	-0.7	Cc1ccsc1C(=O)Nc1nnc(-c2ccco2)o1
4.7	1.2	O=C1C2C3C=CC(C3=C3CCCCC3)C2C(=O)N1Cc1ccccc1 (stereo unspecified)
8.6	4.1	O=C(C1Cc2ccccc2CN1S(=O)(=O)c1ccc(F)cc1)N1CCCCC1 (stereo unspecified)
9.1	3.1	CCC(C)Nc1nc(-c2cccc(OC)c2O)nc2ccccc12 (stereo unspecified)
10.0	5.8	COc1ccc(C(=O)Nc2ccccc2N2CCOCC2)cc1Br
-6.3	-9.6	Cc1ccc(-c2csc(/C(C#N)=C(\O)CN3CCN(C(=O)c4ccco4)CC3)n2)cc1
5.7	0.1	O=C(c1cccc(Cl)c1)N1CCN(c2ccccn2)CC1
0.7	4.2	COCCCNc1oc(-c2ccccc2OC)nc1C#N
7.9	4.0	CCOC(=O)c1c(NC(=O)CC)sc(C(C)=O)c1C
5.5	2.2	NS(=O)(=O)c1cc2c(cc1Cl)NC(C1C[C@H]3C=C[C@@H]1C3)NS2(=O)=O (stereo partly specified)
11.9	3.6	O=C(O)C1C(c2ccccc2)C(C(=O)N2CCOCC2)C1c1ccccc1 (stereo unspecified)
